# Screens as filed in PubChem BioAssay.
# FUS yeast rescue – qHTS for Suppressors of FUS Proteinopathy: Primary screen using FUS-linked yeast assay; 390,000 tested, 0.24% active; Potency, µM (titrated, usually from 76.6 µM), for the others: at the top dose growth rescue (activation), usual class: activators; S. cerevisiae FUS-expressing, growth rescue, OD600, 24 h; AID 1347120, 2019;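 also: potency is read from the fitted curve at half-maximal effect; plate controls were DMSO vehicle for no effect and reference control for full effect; nearly all actives have a fitted effect of over 55% in size; some results filed as inactive show a strong effect at the top dose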
#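 Quantitative HTS measuring growth restoration of FUS-toxic yeast. Galactose-induced cells (OD 0.005) were exposed 24hr at 30C to compounds at several concentrations, then absorbance at 600 nm was recorded.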
# GLP1R inv ag – qHTS of GLP-1 Receptor Inverse Agonists (Inhibition Mode); HEK293 GLP-1R CRE-luciferase, luminescence, 24 h; GLP-1R form is constitutively active; Glucagon-like peptide 1 receptor (Homo sapiens), P43220; Potency, µM (titrated, usually from 38.3 µM), without a hit: at the highest dose activity change, negative = inhibition, usual class: inhibitors; AID 624417, 2012; 410,000 tested, 1.6% active; also: potency is read from the fitted curve at half-maximal effect; % is scaled to controls: 0 for no effect and ±100 for the full control effect; nearly all actives have a fitted effect of over 55% in size
# Target sequence (P43220 whole entry, looked up): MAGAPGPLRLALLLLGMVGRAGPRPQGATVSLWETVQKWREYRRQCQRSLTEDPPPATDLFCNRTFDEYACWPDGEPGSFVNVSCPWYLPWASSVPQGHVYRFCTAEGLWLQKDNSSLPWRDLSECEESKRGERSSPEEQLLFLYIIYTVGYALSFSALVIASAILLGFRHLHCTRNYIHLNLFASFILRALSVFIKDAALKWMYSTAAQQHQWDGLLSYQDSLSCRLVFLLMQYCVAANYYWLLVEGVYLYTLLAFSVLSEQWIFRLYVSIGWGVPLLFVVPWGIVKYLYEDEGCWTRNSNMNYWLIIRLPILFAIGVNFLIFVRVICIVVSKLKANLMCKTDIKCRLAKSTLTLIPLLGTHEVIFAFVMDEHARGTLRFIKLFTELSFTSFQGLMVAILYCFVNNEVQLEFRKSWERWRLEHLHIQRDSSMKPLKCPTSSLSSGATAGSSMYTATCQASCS
#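 HEK293 cells stably co-expressing a cAMP-responsive luciferase reporter and constitutively active GLP-1R were seeded, incubated 12 h, then exposed to compounds for 24 h at 37 C. Luminescence was read 12 min after detection reagent; inverse agonists lower signal.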
# PTHR1 ag – qHTS for PTHR1 Agonists: Primary Screen; 410,000 tested, 0.075% active; Parathyroid hormone/parathyroid hormone-related peptide receptor (Homo sapiens), Q03431; HEK293 GP2 PTHR1 cells, GloSensor cAMP luminescence, 1 h; Potency, µM (doses to about 115 µM), for inactives: at the highest dose activation, actives largely listed as activators; also: potency is read from the fitted curve at half-maximal effect; nearly all actives have a fitted effect of over 55% in size; some results filed as inactive show a strong effect at the top dose; inactives centre near -15; many of its hits are not listed in these tables
# Target sequence (Q03431 whole entry, looked up): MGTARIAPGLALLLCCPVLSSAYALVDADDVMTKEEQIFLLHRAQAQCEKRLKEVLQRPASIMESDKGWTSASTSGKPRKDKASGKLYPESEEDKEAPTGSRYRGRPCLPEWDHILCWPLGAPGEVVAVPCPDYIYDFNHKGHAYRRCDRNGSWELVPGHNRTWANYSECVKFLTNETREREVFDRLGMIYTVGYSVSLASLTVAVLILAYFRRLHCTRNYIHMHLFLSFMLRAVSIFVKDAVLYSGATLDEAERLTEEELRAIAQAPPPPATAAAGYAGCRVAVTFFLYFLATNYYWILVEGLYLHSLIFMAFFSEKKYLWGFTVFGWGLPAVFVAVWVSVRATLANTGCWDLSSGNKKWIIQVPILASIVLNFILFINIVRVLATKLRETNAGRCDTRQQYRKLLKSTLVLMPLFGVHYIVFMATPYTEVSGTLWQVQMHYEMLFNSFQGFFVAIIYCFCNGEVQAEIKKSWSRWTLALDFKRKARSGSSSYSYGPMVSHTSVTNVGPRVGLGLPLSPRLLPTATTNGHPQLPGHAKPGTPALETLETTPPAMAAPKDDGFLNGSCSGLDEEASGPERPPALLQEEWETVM
#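 HEK-293-derived GP2 cells expressing PTHR1 and a GloSensor cAMP reporter, 3,000/well, plated overnight, given luciferin plus IBMX (each 0.5 mM as added) for 1 h at 37 °C, then compound for 1 h at 37 °C. Luminescence was read after 15 min at room temperature.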
# aSyn yeast inh – qHTS of alpha-syn Inhibitors. Yeast expressing alpha-synuclein, growth rescue, BacTiter-Glo, 24 h. 370,000 tested, 0.14% active. Potency, µM (doses to about 46.1 µM), without a hit: at the highest dose growth rescue (activation), most hits filed as activators. AID 652106, 2013; also: potency is read from the fitted curve at half-maximal effect; % of control where 0% means no effect; nearly all actives have a fitted effect of over 65% in size
#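 Screening used galactose-induced yeast with toxic alpha-synuclein levels, exposed to compound for 24 hr at 30 deg C. Cell growth, read with BacTiter-Glo luminescence, gave the measured signal.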
# Mm-Cpn inhibitor – Inhibitors of TCP-1 ring complex (TRiC) of Methanococcus maripaludis (MmCpn): qHTS; Chaperonin Mm-Cpn (Methanococcus maripaludis); purified Mm-Cpn ATPase, ADP Transcreener TR-FRET; Potency, µM (highest dose often 76.9 µM), for the others: top-dose activity, negative = inhibition, actives largely listed as inhibitors; 330,000 tested, 0.031% active; also: potency is read from the fitted curve at half-maximal effect; % is scaled to controls: 0 for no effect and ±100 for the full control effect; nearly all actives have a fitted effect of over 80% in size
#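 Inhibition of chaperonin ATP hydrolysis is measured as reduced ADP production, detected by competitive TR-FRET in which signal falls with ADP. Final enzyme 25 nM and ATP 10 uM, reacted 30 min at 37°C.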
# TDP-43 yeast inh – qHTS of TDP-43 Inhibitors; TDP-43 expressing yeast growth rescue, BacTiter-Glo, 24 h; Potency, µM (highest dose often 46.1 µM), for the others: top-dose growth rescue (activation), usual class: activators; 410,000 tested, 1.8% active; also: potency is read from the fitted curve at half-maximal effect; % of control where 0% means no effect; nearly all actives have a fitted effect of over 50% in size
#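 Cell-based yeast growth screen: TDP-43 expression induced in galactose, inoculum OD600=0.02 after raffinose pregrowth to mid-log. Read-out BacTiter-Glo luminescence at 24 hr, 30 deg C; inhibition of toxicity seen as signal increase.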
# Abeta yeast res – qHTS for compounds that reverse cellular toxicity of Amyloid beta (A-beta) peptide in yeast: Primary Screen; yeast expressing A-beta42, growth rescue, OD600, 48 h; response scale: 0% DMSO, 100% iron-clioquinol control; Potency, µM (top dose mostly 46.1 µM), for inactives: at the highest dose growth rescue, hits mostly activators; 410,000 tested, 0.063% active; also: potency is read from the fitted curve at half-maximal effect; nearly all actives have a fitted effect of over 55% in size
#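 Yeast growth medium received pinned compounds, then yeast cells expressing toxic A-beta were added; plates incubated at 30 C for 48 hr. Growth read as absorbance at 600 nm, normalized to DMSO and equimolar FeCl3 plus clioquinol controls.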
# GLP1R cytotox – qHTS of GLP-1 Receptor Inverse Agonists: Cytotox Screen; HEK293 cAMP-luciferase reporter cells, luminescence, 24 h; Potency, µM (titrated, usually from 38.3 µM), for inactives: at the highest dose activity change, negative = inhibition, hits mostly inhibitors; 410,000 tested, 0.13% active; AID 624418, 2012;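 also: loss of luciferase light is scored as toxicity; potency is read from the fitted curve at half-maximal effect; % is scaled to controls: 0 for no effect and ±100 for the full control effect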
#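 Here, cytotoxicity is scored as loss of luminescence. The MLSMR collection was tested on cells seeded in medium containing 10% Nu serum, with a 24 hr compound exposure preceded by 12 hours of culture.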
# Akt phos inh – HTS Assay for Inhibitors of Akt Phophorylation: Primary Screen | activity change, % for hits at 50 µM | Neuro2A IGF-stimulated pAkt S473 HTRF, 20 min; stronger effect = lower value | 360,000 tested, 0.32% active; in the data active = activity change below about -80%; inconclusive = mostly about -51% to -80%; also: % is scaled to controls: 0 for no effect and ±100 for the full control effect
#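 Neuro2A cells (4,500/well, DMEM with 0.5% FBS) were treated with compound at a single 50 µM final concentration, stimulated with 6 nM IGF for 20 min at 37 °C, and lysed. Phospho-Akt Ser473 was read by HTRF as 665/615 ratio ×10^4.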
# Numbers without * were called inactive; i = inactive; ? = inconclusive; / = not tested or not shown; [ ] = another dose, or the depositor's remark. Unless noted, calls follow the shape of the dose curve; as a rule, active = well fitted curve in the direction sought with a large enough effect; inconclusive = small, poorly fitted or top-dose-only effect, or another doubt; inactive = no such curve, though single readings can be large; an effect the other way counts as inactive or inconclusive. Only part of the results is shown (hit frequency here may not be typical).
Compound	FUS yeast rescue	GLP1R inv ag	PTHR1 ag	aSyn yeast inh	Mm-Cpn inhibitor	TDP-43 yeast inh	Abeta yeast res	GLP1R cytotox	Akt phos inh
NC(N)=NN=C1c2ccccc2-c2ccccc21	9%	-21%	i	3%	2%	-5%	-21%	-12%	i
CCOc1ccc(NC(=O)Cc2ccc(S(=O)(=O)N3CCCCC3)cc2)cc1OCC	-4%	21%	-92%[inhibitor]	2%	0%	9%	-3%	5%	i
Cc1ccc(C)c2nc3sc(C(=O)O)cc3cc12	9%	27%	i	-71%[inhibitor]	-26%	14µM*	-26%	-9%	i
COc1ccc(CCNc2nc(-c3cccnc3)cs2)cc1OC	-3%	11%	-37%[inhibitor]	2%	2%	11%	5%	5%	i
CSc1cccc(NC(=O)c2cc(S(=O)(=O)N3CCc4ccccc43)cn2C)c1	?	?	-14%	4%	-13%	5%	-13%	-2%	i
CCN(CCCNC(=O)c1nn(-c2ccc(OC)cc2)c(=O)c2c1c1ccccc1n2C)c1ccccc1	-1%	10%	i	/	/	17%	-9%	-3%	/
O=C(C=C1CCN(c2ncc(C(F)(F)F)cc2Cl)CC1)NNC(=O)Nc1ccc(Cl)cc1	8%	9%	i	6%	1%	4%	15%	4%	i
COc1ccc(Cl)cc1NC(=O)CC(C)c1ccccc1 (configuration not stated)	?	?	-40%[57.5 µM]	-10%	-1%	13µM*	?	1%	i
COc1ccc(-c2c(C#N)c(N)nc3sc(C(=O)c4ccccc4)c(N)c23)cc1	/	1%	-23%	-7%	-1%	15%	8%	70%[activator]	i
O=C(O)c1ccc(CSCc2ccco2)cc1	-16%	4%	i	-3%	-1%	?	-6%	3%	i
Cc1ccc(S(=O)(=O)NCc2ccc(C(=O)NC3CCC(O)CC3)cc2)cc1C (configuration not stated)	-17%	-11%	-11%	1%	0%	4%	9%	1%	i
COC(=O)[C@@H]1C[C@]2(OC(=O)c3ccccc3)C=CC(=O)C[C@@H]2N1C(=O)OCc1ccccc1	20%	7.1µM*	-94%[inhibitor]	10%	-2%	29%	-8%	0%	i
COc1ccc(S(=O)(=O)N2CCN(C(=O)c3c(-c4ccccc4)noc3C)CC2)cc1	2%	4%	-17%	6%	0%	0%	8%	28%	i
Cc1c(NC(=O)c2cccs2)cccc1-c1nc2ccccc2s1	11%	?	-37%[inhibitor]	-19%	-6%	?	-18%	-22%	i
CS(=O)(=O)N(Cc1nc2sc3c(c2c(=O)[nH]1)CCCC3)C1CCCCC1	?	-34%	-10%	11%	/	6%	1%	-8%	i
CCCC(C)NS(=O)(=O)c1ccccc1 (configuration not stated)	9%	7%	-4%[57.5 µM]	-2%	0%	-22%	2%	2%	i
CN(C)C(=O)Cn1cnc2c(cnn2-c2ccccc2Cl)c1=O	/	8%	i	-1%	2%	7%	9%	18%	i
O=[N+]([O-])c1ccc2c(c1)c(-c1ccccc1)nc1nncn12	9%	199%[activator]	-22%	0%	6%	13%	-19%	3%	i
O=C(/C=C/c1cccs1)Nc1nncs1	-16%	18%	-51%[inhibitor]	13%	0%	8%	-12%	?	i
C=CCNC(=O)CSc1nc2sc3c(c2c(=O)n1CCCOC)CCC3	-20%	20%	?	-6%	-11%	-10%	-16%	1%	i
Cc1ccc(C(=O)NCC(=O)NCC(=O)OCc2ccc(Oc3ccc([N+](=O)[O-])cc3)cc2)cc1	1%	-7%	-43%[inhibitor][57.5 µM]	3%	/	4%	14%	-15%	i
Cc1cc(C)cc(NC(=S)Nc2ccccn2)c1	/	?	i	-13%	0%	?	-5%	?	i
CCOCCCNC(=O)C(c1ccc(Cl)cc1)N1CCN(c2ccccc2)CC1 (configuration not stated)	-5%	-6%	-25%	3%	0%	15%	3%	-3%	i
O=C(CCSCCC(=O)NCc1ccccc1)NCc1ccccc1	-16%	5%	-17%[57.5 µM]	-3%	-2%	-6%	15%	-3%	i
O=C(NC1CCCC1)C(c1cccnc1)N(Cc1ccccc1)C(=O)c1csnn1 (configuration not stated)	-12%	0%	-6%	-2%	0%	-9%	-12%	-1%	i
O=C(Cn1ncc2c3ccccc3n(Cc3ccccc3F)c2c1=O)NC1CC1	-7%	9%	-4%	-1%	1%	13%	6%	-11%	i
CCOc1ccccc1Oc1c(C)oc2cc(OC(=O)c3ccco3)ccc2c1=O	-16%	-5%	-21%[57.5 µM]	1%	-2%	-22%	19%	2%	i
CN(C(=O)c1cccc(NC(=O)Cc2ccccc2)c1)c1ccccc1	-1%	-12%	-58%[inhibitor]	0%	2%	20%	6%	3%	i
O=C(Nc1cccc(Cl)c1)Nc1ccc(Br)cc1F	/	-3%	-50%[inhibitor]	-23%	0%	20%	12%	?	i
O=C(COc1ccc(Br)cc1)N(Cc1ccco1)C1CCS(=O)(=O)C1 (configuration not stated)	-2%	-25%	i	5%	0%	5%	13%	-15%	i
Cc1nn(C(=O)c2cc3sccc3[nH]2)c(C)c1C	0%	2%	-11%[57.5 µM]	-9%	?	-5%	-1%	6%	i
CCCc1cc(=O)[nH]c(SCC(=O)Nc2nonc2C)n1	-6%	-4%	-11%	-3%	-5%	-17%	7%	-3%	i
COc1ccccc1CC(=O)Nc1cc(Cl)ccc1O	25%	?	-4%[57.5 µM]	-16%	0%	-19%	19%	-20%	i
CN1CCN(C(=O)CCN2C(=O)/C(=C\c3ccc(Cl)cc3)SC2=S)CC1	18%	?	i	-1%	-6%	-5%	-5%	?	i
Cc1ccc2[nH]c(=O)c(-c3noc(C(C)C)n3)cc2c1	0%	31%[activator]	-10%	-4%	2%	28%	-15%	4%	i
Cc1cc(OCC(=O)OCC(=O)N(Cc2ccccc2)C(C)(C)C)ccc1Cl	-38%	3%	i	0%	/	-3%	21%	-31%	i
C=CCSc1nc2sc3c(c2c(=O)n1-c1ccccc1)CCN(C)C3	7%	?	-14%	7%	-8%	-4%	-25%	-6%	i
COc1cccc(C(=O)C2CCCN(Cc3cn(CC(N)=O)c4ccccc34)C2)c1 (configuration not stated)	1%	?	-22%	1%	0%	-13%	3%	-9%	i
Cc1cc(C)c(C(=O)COC(=O)c2c(C)noc2C)cc1C	5%	-40%	i	0%	2%	8%	9%	3%	i
O=[N+]([O-])c1ccc(SCCO)nc1SCCO	13%	?	-91%[inhibitor]	0%	0%	-13%	?	?	i
Cc1ccc(OCCn2c(=S)[nH]c3ccccc32)c(C(C)C)c1	-9%	?	-37%[inhibitor]	-22%	-3%	?	?	12%	i
CCOc1ccc(N2C(=O)CC(NCCc3ccc(S(N)(=O)=O)cc3)C2=O)cc1 (configuration not stated)	32%	11%	i	0%	1%	3%	-13%	-3%	i
CC(=O)[C@H]1CC[C@H]2[C@@H]3C=CC4=CC(=O)CC[C@@]4(C)[C@@H]3CC[C@]12C	-5%	-2%	-29%	4%	0%	27%	-49%[inhibitor]	-2%	i
C=CCN(CC=C)C(=O)c1cc(Cl)ccc1[N+](=O)[O-]	/	3%	i	5%	-2%	2%	-9%	-2%	i
Cc1cc(C)cc(NC(=O)N2CCCN(c3c(Cl)cncc3Cl)CC2)c1	-9%	-28%	-3%	2%	3%	-21%	1%	-5%	i
O=C1c2ccccc2C(=O)N1OCc1ccccc1[N+](=O)[O-]	-8%	-11%	i	-1%	0%	-3%	-5%	0%	i
COc1ccc2cc(C(=O)C3CCCN(Cc4cccc(C)n4)C3)ccc2c1 (configuration not stated)	11%	4.5µM*	-2%	8%	0%	12%	-1%	3.2µM*	i
COc1ccc(-c2nnn(CC(=O)N(CC(=O)NC3CCCC3)c3cccc(C)c3)n2)cc1OC	19%	4%	i	0%	0%	-13%	-14%	-28%	i
CC(C)C(=O)Nc1nc2c(s1)CC(C(C)(C)C)CC2 (configuration not stated)	23%	?	i	/	/	?	?	-8%	/
O=C(/C=C/c1ccc(Cl)cc1)N1CCN(c2c(Cl)cccc2[N+](=O)[O-])CC1	22%	?	-23%	20%	-1%	11µM*	0%	10%	i
COc1ccc(/C=C/C(=O)NNc2cc(=O)n(C)c(=O)n2C)cc1OC	0%	4%	i	-6%	-2%	-8%	-7%	7%	i
Cc1ccc(-c2cc(Cc3ccc(F)cc3)c(=O)[nH]n2)cc1	16%	?	?	6%	-2%	?	-18%	2%	i

# Filtered by structure: the compounds so far with bromine
Compound	FUS yeast rescue	GLP1R inv ag	PTHR1 ag	aSyn yeast inh	Mm-Cpn inhibitor	TDP-43 yeast inh	Abeta yeast res	GLP1R cytotox	Akt phos inh
O=C(Nc1cccc(Cl)c1)Nc1ccc(Br)cc1F	/	-3%	-50%[inhibitor]	-23%	0%	20%	12%	?	i
O=C(COc1ccc(Br)cc1)N(Cc1ccco1)C1CCS(=O)(=O)C1 (configuration not stated)	-2%	-25%	i	5%	0%	5%	13%	-15%	i
